# Source: PubChem (several laboratories)
# aDG glyco act = activators of alpha-DG glycosylation, primary screen, uHTS, Pro5-aDG cells, AlphaScreen. alpha-DG glycosylation AlphaScreen (IIH6); 0% Pro5, 100% B10-LARGE cell signal. activation, % at 10 µM. 360,000 tested, 0.22% active. AID 624168, 2012;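 active = activation of at least 8% versus controls, or a plate z-score of at least 8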;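 also: Pro5 are CHO cells carrying HIG-tagged alpha-DG that lacks glycosylation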
# Glyco luc inh = increase of ERlucT glycosylation luciferase signal, primary screen, N-linked glycosylation inhibitor project, D54 ERlucT cells, luminescence, set 2; D54 ERlucT glycosylation luciferase reporter, 24 h; percent of 100 nM tunicamycin response; reporter increase, % at 12.5 µM; 360,000 tested, 0.23% active; AID 588692, 2011;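 active = mean luciferase reporter signal, scaled so untreated is 0 and the glycosylation-blocking control 100, at or above a set limit in every replicate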;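 also: luciferase carries N-glycosylation sites so blocking glycosylation raises the light; 0% = median of neutral control wells and 100% = median of 100 nM tunicamycin wells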
# PDI inh = inhibitors of human PDI, primary screen, biochemical, turbidity, single point, plate reader | Protein disulfide-isomerase (Homo sapiens), P07237 | PDI insulin aggregation turbidity, A650, 90 min | inhibition, % at 10 µM | 350,000 tested, 0.052% active | AID 588391, 2011;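 active = mean inhibition across replicates of 30% or more, whatever share of single replicates reach that level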;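 also: absorbance from insulin aggregation driven by PDI reduction with DTT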
# Target sequence (P07237 whole entry, looked up): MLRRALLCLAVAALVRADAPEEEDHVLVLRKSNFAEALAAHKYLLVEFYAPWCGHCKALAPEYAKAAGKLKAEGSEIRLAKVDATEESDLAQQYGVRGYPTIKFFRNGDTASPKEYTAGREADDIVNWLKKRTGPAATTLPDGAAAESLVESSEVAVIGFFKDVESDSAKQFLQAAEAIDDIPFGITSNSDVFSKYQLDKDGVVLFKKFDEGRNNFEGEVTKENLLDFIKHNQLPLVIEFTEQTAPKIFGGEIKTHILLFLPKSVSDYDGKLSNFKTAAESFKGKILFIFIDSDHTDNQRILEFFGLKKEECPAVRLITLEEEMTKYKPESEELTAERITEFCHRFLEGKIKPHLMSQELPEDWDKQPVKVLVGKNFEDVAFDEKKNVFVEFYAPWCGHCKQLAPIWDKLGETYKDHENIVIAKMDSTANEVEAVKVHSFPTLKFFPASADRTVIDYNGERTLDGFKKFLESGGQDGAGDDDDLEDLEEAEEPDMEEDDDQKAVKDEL
# hiPSC survival = enhancers of single-cell hiPSC survival, primary screen, ATPlite luminescence | 100% = ROCK inhibitor wells, 0% = DMSO | 360,000 tested, 0.044% active | survival enhancement, % at 20 µM | AID 602274, 2012; in the data active = survival enhancement above about 18%;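 also: cells exposed to compounds for 16 hours before the ATP read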
# Vif imaging = HIV Vif self-association inhibitors, primary screen, imaging, HEK293T, single point. HEK293T cells, Vif self-association by quenched fluorescence, 24 h. 340,000 tested, 0.35% active. AID 602346, 2012. inhibition, % at 7.49 µM; in the data active = inhibition above about 50%, passing the limit was not always enough; also: some results filed as inactive read as strong as hits
# HTR2A ag = mouse Htr2a agonists via beta-arrestin recruitment, primary screen, cell-based, luminescence; 5-hydroxytryptamine receptor 2A (Mus musculus), P35363; CHO-K1 mHTR2A beta-arrestin complementation; percent of 30 µM serotonin response; activation, % at 7.6 µM; 360,000 tested, 0.66% active;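 active = activation above a run cutoff, the mean activation of all tested compounds plus 3 SD, cut at about 14% in these data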;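 also: 0% = plate median of compound wells and 100% = 30 µM serotonin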
# Target sequence (P35363 whole entry, looked up): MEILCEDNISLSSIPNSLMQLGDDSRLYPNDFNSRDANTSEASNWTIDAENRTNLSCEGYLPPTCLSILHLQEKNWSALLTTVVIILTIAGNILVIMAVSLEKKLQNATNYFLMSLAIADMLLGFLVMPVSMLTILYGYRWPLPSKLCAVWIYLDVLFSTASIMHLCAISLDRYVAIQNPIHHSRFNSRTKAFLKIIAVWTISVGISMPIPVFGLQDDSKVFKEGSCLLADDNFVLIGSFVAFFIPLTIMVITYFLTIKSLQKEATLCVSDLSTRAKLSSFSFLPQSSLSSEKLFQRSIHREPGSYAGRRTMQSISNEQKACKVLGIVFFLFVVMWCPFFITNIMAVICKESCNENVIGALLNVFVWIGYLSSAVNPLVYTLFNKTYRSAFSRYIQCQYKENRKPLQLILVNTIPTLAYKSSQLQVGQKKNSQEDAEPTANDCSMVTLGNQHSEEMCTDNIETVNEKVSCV
# Cardio protect = cardioprotection against H2O2-induced cell death, primary screen, uHTS, H9c2 cells, ATPLite luminescence; H9c2 cardiomyocytes, H2O2 injury protection, 2 h; protection from H2O2 cell death, % at 20 µM; 360,000 tested, 0.63% active;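 active = compounds giving at least 50% protection of heart cells from peroxide-induced death in the single-dose screen, raw or plate-pattern-corrected value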;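 also: 0% = DMSO wells with peroxide and 100% = DMSO wells without peroxide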
# CaV13 FRET inh = Disruptors of the CACNA1D IQ motif to Ca2+-dependent inactivation inhibitor domain association, primary screening, Förster resonance energy transfer in intact living …. inhibition, % at 12.3 µM. HEK cells, CFP/YFP FRET ICDI-IQ, plate reader, 10 min; percent FRET-ratio fall versus neutral wells. 340,000 tested, 0.098% active. AID 743397;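 active = mean replicate inhibition of at least 30% and at least 1% of replicates passing that level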;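 also: 0% = median of the neutral control wells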
# ABCB6 inh MLPCN = ABCB6 transporter inhibitors, primary screen, K562-ABCB6 cells, flow cytometry, MLPCN library; ATP-binding cassette sub-family B member 6 (Homo sapiens), Q9NP58; K562-ABCB6 porphyrin accumulation, 1 h; hits give low values; AID 602162, 2011; 360,000 tested, 0.19% active; fluorescence ratio to DMSO, % at 10 µM;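 active = fluorescence ratio to DMSO below 75%, the collection mean minus 3 SD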;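 also: signal is porphyrin accumulated inside mitochondria; 100% equals median channel fluorescence of DMSO control wells; lower ratio means ABCB6 inhibition with less porphyrin fluorescence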
# Exocytosis inh = LAMP-1 surface exposure blockers, TALL-104 cells – cell-based, flow cytometry, MLPCN library, primary screen. TALL-104 LAMP-1 surface exposure; cells stimulated with thapsigargin and PMA. inhibition, % at 10 µM. 360,000 tested, 0.66% active. AID 651702, 2012;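 active = inhibition above about 55%, limit read from the data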
# An asterisk follows results filed as active; nt = not tested or not shown.
SMILES,aDG glyco act,Glyco luc inh,PDI inh,hiPSC survival,Vif imaging,HTR2A ag,Cardio protect,CaV13 FRET inh,ABCB6 inh MLPCN,Exocytosis inh
CCCNC(=O)NC(C(=O)OC)C12CC3CC(CC(C3)C1)C2 (stereo not given),0.5,1,9,1.7,-17,1,3,-6,90,24
COc1cc(C(=O)NCCc2ncccc2C)ccc1OC1CCN(C(C)=O)CC1,0.4,0,7,-0.5,0,1,2,-3,97,1
NCCCC[C@H]1CN=C(N)N1CC1CCCCC1,0.4,1,0,-1.4,4,2,1,13,101,2
O=C(NCc1ccc2c(c1)OCO2)C(=O)NCC1CCCO1 (stereo not given),0.1,2,-5,-0.2,0,-2,12,-4,100,2
COC(=O)C1=C(C)NC(C)=C(C(=O)O[C@@H]2CCCN(Cc3ccccc3)C2)[C@@H]1c1cccc([N+](=O)[O-])c1,0.1,-2,-4,0.1,-10,1,-17,-5,98,2
O=C(/C=C1\OCc2cc(OCc3ccccc3)ccc21)OCc1ccccc1,-0.1,nt,nt,nt,nt,-2,nt,-11,nt,0
CON(C)C(=O)CC1(CN(Cc2ccccc2)C(=O)OC(C)(C)C)CCCCC1,-0.2,-5,0,1.9,1,4,13,-4,99,-5
CCOC(=O)c1ccc(OS(=O)(=O)c2ccccc2)c(OC)c1,0.0,-5,-1,-0.1,-9,-5,-15,-5,104,-1
COc1ccc(Cc2nnc(NC(=O)c3ccccc3[N+](=O)[O-])s2)cc1,0.4,-2,2,-2.0,25,-1,3,-4,101,9
O=C(O)C1CCC(CN(Cc2cccc(Br)c2)C(=S)Nc2ccccc2F)CC1 (stereo not given),1.1,2,12,-0.7,13,3,-2,-4,98,-2
CCOc1cc(C(=O)NCc2ccc(-c3nc4ccccc4o3)cc2)cc(OCC)c1OCC,-0.3,20,-14,4.7,12,-3,-14,-8,70*,-1
CC(C)OCCCNC(=O)CNC(=O)c1cccs1,-0.1,0,3,2.9,2,0,5,-5,100,-2
O=C(Cn1cnc2ccccc21)Nc1cc(C(F)(F)F)ccc1N1CCOCC1,0.6,1,1,1.1,-1,3,-2,nt,91,-4
CCOc1ccc(C(=O)c2nc3c(n2O)CCCC3)cc1,-0.3,0,-11,-0.3,2,2,1,-7,84,-1
CCC(=O)Nc1cc(-c2nnc(OC)c3ccccc23)ccc1N1CCOCC1,-0.3,0,6,0.9,-1,-3,20,-4,92,-4
Cc1cccc(Nc2ncnc(N)c2[N+](=O)[O-])n1,-0.1,-8,-3,-0.5,-2,3,-2,-4,111,0
CN(C(=O)COC(=O)c1ccccc1C(=O)N(C)c1ccccc1)c1ccccc1,0.4,-1,-1,-0.6,-3,8,-1,-9,101,2
COc1cc(C=C2Cc3ccccc3C2=O)cc(OC)c1OC,0.0,11,nt,0.0,-2,3,24,-11,97,-13
O=C(NC1CCCc2ccccc21)c1ccccc1Cl (stereo not given),0.1,-2,-4,-0.5,19,-1,1,1,95,-2
Cc1cc(C)n2nc(CCCO)nc2n1,-0.1,1,-1,0.0,35,-3,-3,-4,97,3
Cc1cc(C)cc(NC(=S)N(CCCN2CCN(C)CC2)Cc2cccs2)c1,-0.2,1,0,0.0,3,-1,4,-3,102,2
CC(=O)Nc1cccc(-c2ccnc3c2CC(C)(C(=O)NCCC(F)(F)F)O3)c1 (stereo not given),-0.4,25*,-12,-0.6,-7,6,4,-5,144,-4
COc1ccccc1C(=O)NCC(=O)N1CCN(C/C=C/c2ccccc2)CC1,0.1,2,12,-0.5,-1,-8,-4,-6,99,-1
COc1ccccc1NC(=O)CSc1nnc(CNC(=O)c2cccs2)o1,-0.1,0,-8,1.3,-3,1,1,-2,101,-14
CCOC(=O)C1CCCN(CCC(=O)Nc2ccccc2C)C1 (stereo not given),-0.2,1,-10,0.6,0,0,-3,3,92,-1

# Additional entries
SMILES,aDG glyco act,Glyco luc inh,PDI inh,hiPSC survival,Vif imaging,HTR2A ag,Cardio protect,CaV13 FRET inh,ABCB6 inh MLPCN,Exocytosis inh
COC(=O)[C@H]1C[C@@]2(O)CN(S(=O)(=O)c3ccc(C)cc3)C[C@@]2(OC(=O)NCc2ccccc2)C[C@H]1C(=O)OC,-0.1,1,3,1.9,-2,2,5,-5,92,-1
CC1CCN(c2c(NCC3CCC(C(=O)NCc4ccccc4)CC3)c(=O)c2=O)CC1 (stereo not given),-0.2,-1,0,2.1,3,-8,-7,-7,99,-2
CCOC(=O)c1c(S(=O)(=O)N2c3ccccc3CC2C)c(C)n(C)c1C (stereo not given),-0.2,-1,-7,-0.1,1,-7,6,-6,101,20
CCOc1ccc2c(c1)c1nnc(SCC3CCCO3)nc1n2C (stereo not given),-0.4,3,1,2.0,-10,-10,-2,-6,87,0
Fc1ccc(-n2nnc(-c3cnc4ccccc4c3)n2)cc1,-0.2,-22,0,-3.8,2,-6,-10,-5,98,-1
CC12CS(=O)(=O)CC1SC(=S)N2c1ccccn1 (stereo not given),0.1,-1,11,1.8,-5,2,5,nt,97,-2
COc1ccc(CC(N)c2csc(Nc3cccc(OC)n3)n2)cc1 (stereo not given),1.9,-2,-2,-0.3,13,0,2,-10,97,-6
O=[N+]([O-])c1cccc(/C=C/c2nc(C=Nc3ccc4ccccc4c3)c(O)o2)c1,-0.1,3,-20,2.5,3,3,9,-9,281,-3
CCCc1ncc(C(O)(c2ccccc2)c2ccc(C)cc2)n1C (stereo not given),-0.1,-3,0,2.0,0,-2,-1,-5,103,-1
Cc1[nH]c2ccccc2c1C(=O)CN1CCN(C/C=C/c2ccccc2)CC1,1.3,-1,0,12,-4,-2,1,-4,86,1
Nc1nc(Nc2cccc(Cl)c2)nc(NCc2ccco2)c1[N+](=O)[O-],0.0,-1,3,-0.1,-3,-13,-4,-5,102,25
Cc1ccc(-c2cc(-c3ccccc3)nc(N/N=C/c3cccnc3)n2)cc1,-0.4,3,10,-2.3,-5,-1,24,-5,94,-1
CC(=O)c1cccc(NC(=O)C2Cc3c(-c4ccccc4Oc4ccccc4)ccnc3O2)c1 (stereo not given),0.0,-8,6,0.8,-4,3,-11,-7,93,4
COc1ccccc1-n1c([S-])c(C(=O)Nc2ccccc2C(F)(F)F)[n+]2ccc(C(=O)NCCO)cc12,-0.1,8,-9,-0.6,-3,-1,5,-3,102,63*
COc1ccc(Cn2c(=O)sc3ccccc3c2=O)cc1,0.2,-5,6,-1.0,-3,-6,-3,-4,96,-2
CN1CCN(CCCNC(=O)c2ccc(CS(=O)(=O)c3ccc(Br)cc3)o2)CC1,0.1,-1,nt,-0.6,16,1,2,-2,103,-4
Cc1ccc(NC(=O)CSc2nnc(Cc3ccccc3)o2)cc1,-0.1,0,4,0.0,5,1,-5,-4,99,1
Cc1cccc(C(=O)Nc2sc(C(=O)N3CCCC3)c(C)c2C#N)c1,0.4,1,11,2.3,nt,0,-4,-4,112,-1
COc1ccc(NC(=O)CN(C)C(=O)C2=NN(c3ccccc3)C(=O)CC2)cc1,-0.2,-1,-3,0.0,0,-7,0,-5,101,-2
Cc1ccccc1S(=O)(=O)N1CC(C(=O)O)=CC[C@H]1c1ccc(Cl)cc1,-0.4,1,0,-1.6,nt,-1,4,-10,99,0
CN(C)c1ccc(C2Nc3ccccc3C(=O)N2NS(=O)(=O)c2ccccc2)cc1 (stereo not given),0.1,2,-2,-0.6,2,-1,12,1,134,-2
Cc1cc2c(cc1C)NC(CC(=O)NCc1ccccc1)C(=O)N2 (stereo not given),0.0,6,4,-2.2,-1,1,1,-9,159,0
Cn1c(/C=C/c2ccccc2)nc2ccccc2c1=O,0.0,-2,-7,0.0,-8,1,8,-15,99,-3
O=C(COc1ccccc1[N+](=O)[O-])Nc1cccc(Cl)c1N1CCOCC1,0.6,-1,-2,-0.4,-12,5,-4,-5,95,-7
Cc1ccc(S(=O)(=O)NCc2ccc(C(=O)N3CCc4ccccc4C3)cc2)cc1,0.2,-5,-3,-2.0,0,4,-12,8,95,-5

# Next part:
SMILES,aDG glyco act,Glyco luc inh,PDI inh,hiPSC survival,Vif imaging,HTR2A ag,Cardio protect,CaV13 FRET inh,ABCB6 inh MLPCN,Exocytosis inh
CCCCOc1ccc(C(=O)NCC(=O)N2CC(C)CC(C)C2)cc1 (stereo not given),0.4,-1,4,-0.4,9,10,4,-5,94,10
Cc1cccc(-c2nnc(SCC(=O)N3c4ccccc4CCc4ccccc43)n2C)c1,0.0,-3,-4,0.8,0,-3,1,-4,90,5
O=C(NC(c1cccnc1)c1ccc2c(c1)OCO2)C1CCN(CCOc2ccc(Cl)cc2Cl)CC1 (stereo not given),1.0,-2,3,4.4,nt,-2,16,-9,97,10
CCOc1ccc(NC(=O)CN(C)C(=O)CC2CC3CCC2C3)cc1OCC (stereo not given),0.3,-1,-7,-0.3,-6,1,-1,-6,100,0
COc1ccc(NC(=O)c2cccnc2)cc1OCC(C)C,0.0,4,-2,-0.9,16,6,-6,-3,101,3
Cn1c(N2CCOCC2)c(C#N)c2ccccc21,-0.1,1,-8,-0.8,25,8,0,-6,98,5
COC(=O)c1[nH]c(=O)c2ccccc2c1O,0.0,2,-8,0.9,13,-2,12,nt,96,0
C[C@H](NC(=O)OC(C)(C)C)c1nnc(SCC(=O)Nc2cccc(Cl)c2)o1,-0.2,1,7,0.5,15,1,-10,-5,97,-2
CCc1nnc(NS(=O)(=O)c2ccc(NC(=O)c3cccc(Cl)c3)cc2)s1,0.0,1,4,0.2,0,10,-2,8,102,8
COC(=O)CCN(C)CCC(=O)OC,0.0,0,10,6.3,2,2,-1,nt,115,4
Cc1cc(C)cc(N(C(=O)CNC(=O)c2ccco2)C(C(=O)NC2CCCC2)c2ccncc2)c1 (stereo not given),0.0,3,-44,-0.6,4,13,2,-3,95,7
COc1ccc(CCNc2cc(C)nc3c(-c4ccccc4)cnn23)cc1OC,0.3,-15,0,1.5,1,12,12,-2,99,-1
O=C1CCCC(O)=C1N=Nc1ccc(Cl)c(Cl)c1,-0.4,7,11,2.5,19,0,-7,-3,100,-1
O=C(Nc1ccc2nn(-c3ccccc3)nc2c1)c1cccnc1,0.6,-3,-13,-3.1,-9,-6,19,-3,99,3
Cc1ccc(OCC(=O)N2CCN(c3nnc(-c4ccc(C)cc4)c4ccccc34)CC2)cc1,2.0,-3,12,0.3,-29,5,-15,-6,94,2
Cc1ccc(NC(=O)Cn2c(C)csc2=O)cc1,0.3,1,6,-0.4,12,-3,-3,-16,102,8

# Fetched by structure from above, three records:
SMILES,aDG glyco act,Glyco luc inh,PDI inh,hiPSC survival,Vif imaging,HTR2A ag,Cardio protect,CaV13 FRET inh,ABCB6 inh MLPCN,Exocytosis inh
COc1ccc(NC(=O)c2cccnc2)cc1OCC(C)C,0.0,4,-2,-0.9,16,6,-6,-3,101,3
CCOc1ccc(NC(=O)CN(C)C(=O)CC2CC3CCC2C3)cc1OCC (stereo not given),0.3,-1,-7,-0.3,-6,1,-1,-6,100,0
Cn1c(N2CCOCC2)c(C#N)c2ccccc21,-0.1,1,-8,-0.8,25,8,0,-6,98,5
